PAD4 FP inh: inhibitors of human PAD4 | recombinant PAD4, RCA probe fluorescence polarization | Q9UM07 | AID 485272 | 0.41% of 330,000 active | inhibition, % at 6.36 µM;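 active = percent inhibition above a cutoff equal to the mean of all tested compounds plus 3 SD, cut at about 15% in these data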;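 also: 0% = PAD4 with RCA probe and DMSO and 100% = probe without PAD4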
Target sequence (Q9UM07 whole entry, looked up): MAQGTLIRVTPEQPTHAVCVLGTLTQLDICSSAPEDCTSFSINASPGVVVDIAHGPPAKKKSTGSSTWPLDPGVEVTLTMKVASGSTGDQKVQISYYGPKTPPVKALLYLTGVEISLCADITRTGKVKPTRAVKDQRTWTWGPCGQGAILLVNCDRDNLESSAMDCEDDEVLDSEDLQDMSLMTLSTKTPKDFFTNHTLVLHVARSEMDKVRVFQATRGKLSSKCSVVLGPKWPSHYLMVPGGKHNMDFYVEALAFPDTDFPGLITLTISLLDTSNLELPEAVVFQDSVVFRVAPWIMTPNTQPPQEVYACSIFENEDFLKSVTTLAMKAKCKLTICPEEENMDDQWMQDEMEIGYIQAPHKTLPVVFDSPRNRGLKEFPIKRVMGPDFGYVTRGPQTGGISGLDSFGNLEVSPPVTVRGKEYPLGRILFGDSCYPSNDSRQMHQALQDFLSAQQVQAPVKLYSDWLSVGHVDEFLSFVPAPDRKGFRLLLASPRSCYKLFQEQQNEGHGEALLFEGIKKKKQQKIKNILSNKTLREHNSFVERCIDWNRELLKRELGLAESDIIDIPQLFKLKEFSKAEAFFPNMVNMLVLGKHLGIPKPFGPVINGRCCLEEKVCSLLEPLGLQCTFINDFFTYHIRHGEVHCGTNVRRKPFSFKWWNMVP
PAFAH2 FP inh: inhibitors of human PAFAH2. Q99487. recombinant PAFAH2, FP-rhodamine activity probe, fluorescence polarization. inhibition, % at 3.39 µM. 0.99% of 340,000 active. AID 492956;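 active = inhibition above the mean over all tested compounds plus 3 SD, cut at about 30% in these data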;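 also: inhibitors block probe labeling of enzyme so polarization drops; 0% = enzyme with DMSO and 100% = wells lacking PAFAH2 protein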
LYPLA1 counter: LYPLA1 (human) inhibition in PME1 counter-screen; inhibition, % at 5.9 µM; 0.16% of 320,000 active; recombinant LYPLA1, FP-Rh probe fluorescence polarization; O75608;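 active = inhibition above the mean of all tested compounds plus 3 SD, set per campaign, cut at about 14% in these data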;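 also: inhibitors block serine hydrolase probe labeling of LYPLA1 so polarization falls; 0% = enzyme with DMSO and 100% = wells lacking LYPLA1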
EBNA-1 inh: blocks EBNA-1 binding to DNA; EBNA-1 DNA binding, fluorescence polarization; inhibition, % at 14.8 µM; 0.34% of 300,000 active; in the data active = inhibition above about 28%
LYPLA2 inh: blocks human lysophospholipase 2, a PME1 counter-screen; recombinant LYPLA2, FP-Rh probe fluorescence polarization; inhibition, % at 5.9 µM; 0.38% of 320,000 active; AID 2177;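 active = inhibition above the screen-wide mean plus 3 SD, limit set per campaign, cut at about 26% in these data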;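 also: 0% = LYPLA2 with DMSO and 100% = wells lacking LYPLA2 enzyme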
Target sequence (O95372 whole entry, looked up): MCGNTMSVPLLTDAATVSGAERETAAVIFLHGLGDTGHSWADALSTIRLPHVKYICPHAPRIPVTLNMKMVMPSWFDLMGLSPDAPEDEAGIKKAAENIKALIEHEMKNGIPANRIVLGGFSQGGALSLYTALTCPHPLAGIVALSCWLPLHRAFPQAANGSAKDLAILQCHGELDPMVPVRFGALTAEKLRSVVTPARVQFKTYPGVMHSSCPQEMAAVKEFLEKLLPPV
GSTO1 inh: counter-screen for RBBP9 inhibitors: inhibitors of human GSTO1; P78417; recombinant GSTO1, activity-based probe fluorescence polarization; inhibition, % at 5.96 µM; 1.1% of 300,000 active;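 active = inhibition above the campaign mean inhibition plus 3 SD, cut at about 35% in these data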;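 also: 0% = GSTO1-1 with DMSO and 100% = wells lacking GSTO1-1 enzyme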
PAFAH1B3 inh: inhibitors of human PAFAH1B3; Q15102; recombinant PAFAH1B3, FP-rhodamine probe, fluorescence polarization; inhibition, % at 3.39 µM; 0.28% of 340,000 active; AID 492972;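 active = inhibition above the screen-wide average of all tested compounds plus 3 SD, cut at about 25% in these data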;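 also: 0% = enzyme with DMSO only and 100% = wells lacking PAFAH1B3 protein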
PREPL inhibitor: inhibits the human prolyl oligopeptidase-like enzyme. AID 2751. inhibition, % at 5.96 µM. recombinant PREPL, fluorescence polarization activity-based probe. Q4J6C6. 0.68% of 320,000 active; in the data active = inhibition above about 43%;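 also: 0% = enzyme with DMSO and 100% = wells lacking enzyme; many of its hits are not listed in these tables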
ZTA DNA inh: blocks Epstein-Barr virus ZTA, an EBNA-1 counter-screen | ZTA-DNA binding, fluorescence polarization | 0.15% of 320,000 active | P03206 | inhibition, % at 11 µM; in the data active = inhibition above about 33%
* hit, by the source's call; · = no result given.

SMILES	PAD4 FP inh	PAFAH2 FP inh	LYPLA1 counter	EBNA-1 inh	LYPLA2 inh	GSTO1 inh	PAFAH1B3 inh	PREPL inhibitor	ZTA DNA inh
Cc1cccc(C(=O)NCc2nnc(SCC(=O)N3CCN(c4ccccc4)CC3)n2C)c1	-6.9	7.8	1.3	-17.1	-6.9	5.6	2.8	18.0	7.5
C=CCn1c(SCC(N)=O)nnc1-c1cnccn1	-4.3	1.9	0.7	-5.5	-0.1	11.4	15.0	-1.8	12.3
CN(C)S(=O)(=O)c1cccc(NC(=O)c2ccc(Sc3nncn3C)c([N+](=O)[O-])c2)c1	3.1	-2.1	-6.3	9.1	-8.1	-1.5	9.9	2.6	1.0
COc1ccc(CCN(C)C2CC(=O)N(c3ccccc3)C2=O)cc1OC (stereo unspecified)	1.5	2.9	-1.8	0.9	-2.2	7.5	4.1	-8.4	10.9
O=C(CSc1nnc(CNC(=O)c2ccco2)o1)Nc1cccc(F)c1	1.4	4.9	5.1	-11.1	10.0	4.1	1.7	-4.0	-6.2
Cc1ccc(OCCC(=O)OCC(=O)NC(=O)NC2CCCCC2)cc1	7.4	6.4	-3.8	-8.6	-7.3	6.3	4.5	4.4	-1.2
COC(=O)c1cnc(N2CCCN(S(=O)(=O)c3ccccc3)CC2)nc1C(F)(F)F	0.0	-1.7	0.1	-13.0	-2.6	-2.5	9.5	15.7	-1.9
CCNC(=O)NS(=O)(=O)c1cnccc1Nc1cccc(Cl)c1	-0.3	-2.9	-2.0	-0.3	3.0	-2.9	-1.0	8.6	3.5
Cc1ccc(CN(CC(=O)NC2CCCCC2)C(=O)c2csnn2)cc1	-8.2	-5.3	-0.9	-6.7	-8.1	-3.9	7.8	13.4	6.2
CCN1C(=O)/C(=C2\SC(=S)N(NC(=O)c3cccnc3)C2=O)c2ccccc21	-0.7	3.4	3.3	4.1	2.3	0.9	9.8	-7.1	-3.0
Cc1cc(NC(=O)CCC(=O)N(Cc2ccccc2)C(C(=O)NC2CCCC2)c2ccco2)no1 (stereo unspecified)	-0.5	3.6	2.3	-9.8	6.9	4.5	13.3	5.8	-13.6
O=C(C1CC(=O)N(c2ccc3c(c2)OCCO3)C1)N1CCCC(C(F)(F)F)C1 (stereo unspecified)	-3.6	3.6	3.6	12.8	3.7	-0.9	3.1	5.2	-4.8
CCC(NC(=O)Nc1nccs1)(C(F)(F)F)C(F)(F)F	1.4	4.4	2.3	4.1	2.4	1.4	-1.5	-7.9	-7.2
Cc1cccc(N2CCN(C(=O)c3ccc(Cl)c(S(=O)(=O)NCc4ccco4)c3)CC2)c1C	-1.0	16.8	2.2	-10.5	-2.1	1.1	-3.0	33.2	-1.1
O=S(=O)(c1ccc(Br)cc1)N1CCCC1c1nc2ccccc2s1 (stereo unspecified)	2.9	4.4	-2.2	0.2	-1.1	6.3	13.5	-6.0	6.7
CN(/N=C/c1cc(Cl)ccc1O)C1=NS(=O)(=O)c2ccccc21	-9.4	16.5	-0.1	4.0	-0.1	3.0	4.9	7.8	1.2
CCOc1ccc(NC(=O)CCCCCN2C(=O)[C@@H]3Cc4ccccc4CN3C2=O)cc1	2.3	-0.1	0.8	2.9	7.9	4.0	7.3	3.4	0.3
Cc1cccc(N2CCN(c3nnnn3-c3ccccc3)CC2C)c1 (stereo unspecified)	-0.3	3.9	-0.4	-5.1	4.8	-2.0	12.5	33.3	11.9
O=C(NCCC1=CCCCC1)C1CCN(C(=O)Cc2ccccc2)CC1	-1.1	3.2	2.4	-3.8	6.1	-5.5	4.0	7.5	-4.7
CN(CC(=O)Nc1ccccc1Br)C(=O)c1cccc(S(=O)(=O)NCc2ccccc2)c1	-4.2	2.4	2.6	4.1	3.9	-0.8	8.3	-5.3	2.6
C#CCOCCOCCOCCNc1nc(N2CCN(C(=O)CCCCCCCCCCNC(=O)[C@@H]([C@H](C)O)n3cc(C)nn3)CC2)nc(N2CCN(C(=O)CCCCCCCCCCNC(=O)[C@@H]([C@H](C)O)n3cc(C)nn3)CC2)n1	4.3	2.6	3.5	4.5	8.8	2.4	0.5	8.0	-21.8
O=[N+]([O-])c1cccc(-c2ccc(CN3CCN(c4ccccc4)CC3)o2)c1	-2.4	0.5	2.8	-0.2	12.3	0.5	6.2	36.8	2.2
CCOC(=O)N1CCN(Cc2cn[nH]c2-c2ccc(-c3ccccc3)cc2)CC1	0.0	10.4	-0.2	1.2	0.5	-2.9	4.8	29.5	-11.0
Cc1ccc2nc(C)c(Cl)c(=O)n2c1	-3.8	2.0	-0.3	1.7	4.5	8.8	-0.6	5.4	-5.2
Cc1sc2ncnc(OCC(=O)N3CCN(C(=O)c4ccco4)CC3)c2c1C	-3.0	-4.1	3.7	-7.7	9.2	2.8	8.5	2.8	-3.4
O=C(O)CCCNc1ccc(S(=O)(=O)Nc2ccccc2C(=O)O)cc1C(=O)O	-2.3	1.2	1.4	-2.0	5.5	-27.4	-5.9	2.8	-1.6
CCOc1ccc(S(=O)(=O)N2CCCC(C(=O)NC3CCCC3)C2)cc1 (stereo unspecified)	-2.9	-0.2	-7.0	-0.4	-3.1	-0.7	7.0	-4.1	-7.6
Cc1cc(NC(=O)Nc2ccc(C)c(C)c2)no1	-5.5	2.4	0.6	-1.8	-6.3	0.2	-0.4	3.1	-0.1
NC(=O)NCCC1=CCCCC1	-0.8	-17.0	-0.6	-8.1	-4.8	7.0	0.8	-6.1	8.0
CS(=O)(=O)c1ccc2nc(NC(=O)c3cccc([N+](=O)[O-])c3)sc2c1	-1.9	2.8	0.0	-0.7	-0.9	-16.2	8.8	3.2	-0.3
Cc1[nH]c(=S)c(C#N)c(-c2ccco2)c1C(=O)N(C)C	18.6*	16.0	-0.7	0.2	1.3	6.3	0.2	4.6	7.6
CCOc1ccc(CCNC(=O)CCC(=O)c2cccs2)cc1OCC	-2.2	-3.8	·	·	·	·	2.8	-0.1	·
CCN(CC)S(=O)(=O)c1cccc(C(=O)Nc2cccnc2)c1	-4.1	-6.2	-2.3	3.4	7.2	-0.1	2.7	12.1	-5.8
Cn1cnnc1SCC(=O)Nc1cccc(C(=O)O)c1	-3.7	5.9	-1.5	9.6	2.5	-8.3	8.3	-1.6	20.1
COc1cccc(NC(=O)CN(C)CC(=O)c2c(N)n(Cc3ccccc3)c(=O)n(C)c2=O)c1	-1.9	6.4	-0.6	·	1.8	·	-1.1	7.1	-1.0
CN1CCN(C(=S)c2ccc(Cl)cc2)CC1	3.7	7.8	2.8	-17.8	-0.7	-3.4	5.7	9.2	0.4
COc1ccccc1-c1nnc(SCC(=O)NC2CCCCC2)o1	-12.0	-3.7	3.0	-1.2	-1.5	0.1	13.0	-2.8	11.9
CC(=O)Nc1ccc(NC(=O)C(C)Sc2n[nH]c(-c3ccc(C)cc3)n2)cc1 (stereo unspecified)	-1.6	-5.3	-0.7	13.0	-4.7	5.1	-1.7	4.0	4.8
Cn1c(=O)c(=O)n(C)c2cc(N3CCCCC3)c(NS(=O)(=O)c3ccc([N+](=O)[O-])cc3)cc21	-8.0	-1.2	2.2	5.0	3.3	8.7	5.4	8.7	0.2
O=C(O)[C@@H]1[C@@H]2C[C@@H]2CN1c1ncccc1[N+](=O)[O-]	-1.5	9.2	0.7	-13.2	3.7	-8.7	11.0	10.7	4.6
O=C(OCCNC(=O)c1ccc2ccccc2n1)c1cccnc1	-4.4	3.8	-2.2	-1.5	-0.4	3.9	12.6	-1.3	5.3
O=C1CC(Sc2ccc(Cl)cc2)C(=O)N1Cc1ccncc1 (stereo unspecified)	0.7	-0.5	1.0	-11.2	1.5	-4.6	1.8	-4.9	9.4
O=C(NCCCn1ccnc1)c1cn(Cc2ccc(F)cc2)nn1	2.5	3.7	0.6	0.9	1.9	4.5	6.6	2.2	4.2
Cc1c(NC(=O)CCC(=O)N2CCCCC2)c(=O)n(-c2ccccc2)n1C	-1.1	1.4	4.0	3.4	1.5	-12.0	-0.7	-3.8	-17.7
O=C(COC(=O)CCc1nc2ccccc2c(=O)[nH]1)Nc1ccccc1Cl	-6.6	4.4	-0.6	1.2	-8.0	3.4	2.2	7.5	-1.2
Cn1c2ccccc2c2nnc(SCc3nnc(-c4ccccc4)o3)nc21	2.0	·	1.9	-8.1	11.9	2.6	·	-0.9	-14.4
O=C(N/N=C/C1=C(N2CCOCC2)C(=C\c2ccccc2)/CC1)Nc1ccccc1	-1.3	-4.4	-1.6	14.9	-1.1	-0.8	3.7	-8.1	1.6
Cc1cc(C)c(C)c(S(=O)(=O)NCC(=O)NCc2ccco2)c1C	1.1	-1.5	0.3	0.6	3.7	2.0	8.3	-5.8	-3.3
CC(C)(C)c1ccc(S(=O)(=O)N2CCNC(=O)C2)cc1	3.7	0.2	·	·	·	·	10.4	7.1	·
Cc1ccc(CC(=O)N2CCN(C(=O)c3ccco3)CC2)cc1	3.0	3.8	2.0	-5.8	5.1	-1.4	-9.9	21.4	-29.4
O=c1[nH]ncc(N2CCCC2)c1Cl	-8.1	-2.4	0.1	1.8	3.3	-4.4	3.4	17.1	-12.1
Cc1cc(C)n(CC(=O)N/N=C/c2ccccn2)n1	1.5	13.4	0.3	1.0	1.9	-3.0	-0.9	-0.3	2.1
CC(NC(=O)c1ccc(OC2CCN(C(=O)c3cccnc3)CC2)cc1)C1CC1 (stereo unspecified)	-5.7	7.6	-2.3	-6.3	-1.1	-2.6	4.0	7.9	-20.8
O=C(NC1CC2CCCC(C1)N2Cc1ccc(F)cc1)c1ccc(F)cc1 (stereo unspecified)	1.2	-1.2	-0.6	-1.0	-2.4	6.2	14.9	-4.5	-8.2
Cc1ccc(CNC(=O)C2CCN(S(=O)(=O)c3c(C)noc3/C=C/c3ccco3)CC2)cc1	-7.2	-10.2	-3.8	-16.5	-2.9	-0.6	-3.8	-9.6	-22.3
CC(C)(C)NC(=O)c1ccc2c(c1)N(CC(=O)N1CCCC1)C(=O)C(C)(C)O2	-2.0	1.2	2.0	5.2	-0.9	3.7	6.3	5.3	3.3
CC1CCN(CC(=O)Nc2cccc([N+](=O)[O-])c2)CC1	-6.7	-4.6	0.0	-7.7	0.4	15.6	-0.1	-6.3	15.8
COCCCN(C(=O)Cc1csc(-c2cccc(Cl)c2)n1)c1c(N)n(Cc2ccccc2)c(=O)[nH]c1=O	5.8	7.7	1.5	-1.2	-1.9	1.9	3.0	9.0	-20.4
CCOC(=O)/C=C1\SCC(=O)N1CC(=O)Nc1cccc(F)c1	-2.3	-5.2	4.3	8.0	19.1	2.9	-1.2	4.1	-4.1
CCC(C)c1ccccc1NC(=O)COc1ccc(-n2cnnn2)cc1 (stereo unspecified)	0.3	-1.3	0.9	·	-0.3	·	-5.4	3.3	-3.0

(cont.)
SMILES	PAD4 FP inh	PAFAH2 FP inh	LYPLA1 counter	EBNA-1 inh	LYPLA2 inh	GSTO1 inh	PAFAH1B3 inh	PREPL inhibitor	ZTA DNA inh
CCn1cc(C(=O)NCc2ccncc2)c(=O)c2cc(F)c(N3CCN(C(=O)c4ccco4)CC3)cc21	2.6	·	-0.1	3.6	-2.3	5.3	·	-8.5	11.7
N#Cc1c(N2CCOCC2)nsc1-c1ccc(C(F)(F)F)cc1	0.4	·	-2.9	-8.9	0.0	-5.2	·	-1.0	-5.2
CCC(C)c1ccccc1NC(=O)C1CCCO1 (stereo unspecified)	2.4	-9.5	1.8	1.6	-0.5	1.9	1.0	-6.0	0.9
O=C(Nc1ccn(Cc2c(F)c(F)c(F)c(F)c2F)n1)c1cccc(Cn2cc([N+](=O)[O-])cn2)c1	-0.8	1.0	0.5	-0.7	0.7	-1.6	-1.1	12.3	0.1

Compound activity: PubChem, The Scripps Research Institute Molecular Screening Center

Not all compounds are listed; rates above refer to the full screens.
